Source: PubChem
NCI-60 one-dose screen, 48 h, at 10 µM unless noted. Numbers give growth in % (100 = growth as untreated, 0 = no growth, -100 = all killed).
PC-3: PC-3 prostate cancer cells | 80,000 tested, 3.9% active | AID 1794754
SK-OV-3: SK-OV-3 ovarian cancer cells | 80,000 tested, 3.2% active
OVCAR-8: OVCAR-8 ovarian cancer. 81,000 tested, 4.4% active. AID 1794782
SF-268: SF-268 CNS cancer cells | 82,000 tested, 3.1% active | AID 1794759
U251: U251 CNS tumor cells; 80,000 tested, 5.4% active
DU-145: DU-145 prostate cancer. 81,000 tested, 4.2% active
OVCAR-3: OVCAR-3 ovarian cancer | 79,000 tested, 7% active
OVCAR-5: OVCAR-5 ovarian cancer; 82,000 tested, 2.9% active; AID 1794783
OVCAR-4: OVCAR-4 ovarian cancer cells; 80,000 tested, 3.7% active; AID 1794784
The depositor's hits bear a star; x = not tested or not shown. How the source made its calls: active means growth percent below 10; inactive means the rest.

cpd | compound | PC-3 | SK-OV-3 | OVCAR-8 | SF-268 | U251 | DU-145 | OVCAR-3 | OVCAR-5 | OVCAR-4
1 | CCN(CC)C(=S)Sc1cc2c(cc1Cl)C(=O)c1ccccc1C2=O | 83 | 98 | 92 | 101 | 102 | 114 | 107 | 100 | 79
2 | NC(Cc1csc2ccccc12)C(=O)O (stereo not given) | 92 | 106 | 98 | 95 | 90 | 91 | 96 | 89 | 91
3 | c1ccc(-c2nc3sccn3c2CCCN2CCOCC2)cc1 | 89 | 86 | 96 | 93 | 98 | 104 | 96 | 96 | 99
4 | CC1CCCN1C1=Nn2c(nnc2-c2cc(C(F)(F)F)cc(C(F)(F)F)c2)SC1 (stereo not given) | 52 | 101 | 97 | 85 | 76 | 63 | 84 | 110 | 81
5 | C=CCSc1nc(N)nc2nc[nH]c12 | 97 | x | 100 | 97 | 99 | 115 | 127 | 99 | 107
6 | OC(CN1CCOCC1)c1ccccc1 (stereo not given) | 82 | 111 | 98 | 120 | 95 | 105 | 103 | 92 | 93
7 | COc1ccc(-c2nc3sccn3c2-c2ccnc(NCCCNS(=O)(=O)c3ccc(C)cc3)n2)cc1 | 31 | 56 | 25 | 38 | 45 | 34 | 45 | 93 | 43
8 | Cc1cc(C)n(-c2nc(-c3ccc(Cl)cc3)c(C#N)c(N3CCOCC3)n2)n1 | 91 | 85 | 97 | 86 | x | 99 | 88 | 85 | 90
9 | Nc1nc(N)c2c(n1)NC(c1ccc(F)cc1)CC(c1cccc(Nc3ccncc3)c1)=N2 (stereo not given) | 46 | 101 | 85 | 66 | 72 | 87 | 85 | 106 | 84
10 | O=C1N(C2CCCCC2)C(=O)N1C1CCCCC1 | -3.0* | 72 | x | 65 | 48 | 39 | 60 | 29 | x
11 | COc1cc(NC(=O)OCc2ccccc2)c2ncccc2c1 | 88 | 110 | 91 | 97 | 91 | 117 | 114 | 110 | 100
12 | O=C(O)C(c1ccccc1)S(=O)(=O)C(C(=O)O)c1ccccc1 (stereo not given) | 93 | 95 | 96 | 107 | x | 109 | 108 | 92 | 104
13 | CCCCn1c(C(=O)c2c[nH]c3ccccc23)n[nH]c1=S | 94 | 88 | 93 | 97 | 100 | 104 | 106 | 133 | 92
14 | Cc1cc(-c2nnc(/C=C/c3ccc4c(c3)OCO4)o2)n[nH]1 | 74 | 81 | 92 | 75 | 85 | 83 | 63 | 92 | 97
15 | COc1cc(/C=C2\CN(S(=O)(=O)c3ccccc3)C/C(=C\c3cc(CN4CCCCC4)c(O)c(OC)c3)C2=O)cc(CN2CCCCC2)c1O | -36* | 108 | -25* | -21* | -77* | -93* | -87* | -67* | -70*
16 | O=[N+]([O-])c1ccc(OCCO)cc1 | 87 | 103 | 99 | 100 | 104 | 107 | 100 | 97 | 102
17 | COc1ccc(CCN2CC=Cn3c2nc2ccccc2c3=O)cc1 | 34 | 60 | 22 | 36 | 28 | 8.0* | -1.6* | 45 | 42
18 | C#CCn1cc(C(=O)c2cc(C)c(C)cc2O)cc(-c2ccc(OC)cc2)c1=O | 85 | 121 | 113 | 99 | 95 | 109 | 97 | 103 | 79
19 | Cc1ccc(C)c2c1sc1nn(CN3CCCC3)c(=O)c(=O)n12 | 75 | 98 | 92 | 95 | 91 | 102 | 97 | 100 | 84
20 | NC1=Nc2cc(OCCCCN3Cc4ccccc4C3)c(OCC3CC3)cc2C12CCCC2 | 44 | 93 | 45 | 56 | 24 | 65 | 53 | 65 | 40
21 | CC(C)C[C@@H](N)C(=O)N[S@@](=O)c1scc(F)c1F | 88 | 121 | 93 | 112 | 93 | 112 | 118 | 108 | 95
22 | O=C(NCCNc1nccc(-c2c(-c3cccc(O)c3)nc3sccn23)n1)c1ccccc1 | 69 | 65 | 67 | 81 | 62 | 90 | 92 | 91 | 98
23 | COc1ccc(-c2nnc3c4cc[nH]c4ncn23)cc1OC | 104 | 114 | 106 | 112 | 102 | 117 | 122 | 116 | 106
24 | CC(=O)[C@H]1CC=C2[C@@H]3CCC4=CC(=O)C[C@]4(C)[C@H]3CC[C@@]21C | 92 | 96 | 98 | 108 | 98 | 112 | 111 | 113 | 100
25 | COC(=O)C(C)[C@H]1CC[C@@H]2[C@]1(C)CC=C1[C@]23C=C[C@]2(C[C@@H](OC(C)=O)CC[C@]12C)C(C(=O)OC)C3C(=O)OC (stereo not given in full) | 57 | 111 | 96 | 90 | 89 | 100 | 86 | 109 | 86
26 | CCSc1nnc(NC(=O)c2nnn(-c3ccccc3)c2-c2ccco2)s1 | 93 | 116 | 105 | 105 | 99 | 102 | 102 | 108 | 93
27 | COC1=CC(=O)C[C@@H](C)[C@]12Oc1c(Cl)c(OC)cc(OC)c1C2=O | 87 | 99 | 97 | 94 | 92 | 105 | 100 | 91 | x
28 | Nc1ccccc1C#C/C=C\C#Cc1cccc(O)c1 | 64 | 74 | 85 | 65 | 43 | 73 | 43 | 63 | 45
29 | C=C(c1ccc(OC)c(N)c1)c1cc(C)nc2ccccc12 | 31 | 22 | 8.3* | 24 | 7.4* | 15 | -4.2* | 26 | 58
30 | Cc1ccc(-n2c(/C=C3\C(=O)Nc4ccccc43)ccc2CO)cc1 | 66 | 87 | 94 | 90 | 78 | 92 | 65 | 104 | 90
31 | COc1cccc2c1CCCC2 | 86 | 92 | 98 | 101 | 103 | 126 | 113 | 91 | 104
32 | Cc1c([N+](=O)[O-])cc(I)c(N)c1I | 94 | 110 | 93 | 94 | 97 | 95 | 102 | 83 | x
33 | O=S1(=O)CSCS(=O)(=O)C1 | x | 99 | 107 | 112 | 111 | 120 | 123 | 92 | x
34 | Cc1ccc(C(=O)Nn2c(COc3ccccc3)nc3ccccc3c2=O)cc1 | 105 | 109 | 108 | 111 | 106 | 114 | 131 | 109 | 100
35 | COc1ccc(CC(C)=C(c2ccc(OCCN(C)C)cc2)c2ccc(OCCN(C)C)cc2)cc1 | 71 | 86 | 86 | 83 | 55 | 83 | 84 | 87 | 90
36 | Cc1ccc(C)c(CN(C)C)c1O | 102 | 107 | 98 | 104 | 100 | 108 | 113 | 102 | x

Given with one line to a screen: entries from further up
[14] Cc1cc(-c2nnc(/C=C/c3ccc4c(c3)OCO4)o2)n[nH]1
[10] O=C1N(C2CCCCC2)C(=O)N1C1CCCCC1
[6] OC(CN1CCOCC1)c1ccccc1 (stereo not given)
Screen / compound no.	14	10	6
PC-3	74	-3.0*	82
SK-OV-3	81	72	111
OVCAR-8	92	x	98
SF-268	75	65	120
U251	85	48	95
DU-145	83	39	105
OVCAR-3	63	60	103
OVCAR-5	92	29	92
OVCAR-4	97	x	93

Remaining list, next part
cpd | compound | PC-3 | SK-OV-3 | OVCAR-8 | SF-268 | U251 | DU-145 | OVCAR-3 | OVCAR-5 | OVCAR-4
37 | COC(=O)C1=Nc2cc(OC)cc(OC)c2/C1=C\c1sc(=S)n(C(Cc2ccccc2)C(=O)O)c1O (stereo not given) | 103 | x | 98 | 95 | 98 | 109 | 103 | 100 | 100
38 | Cc1ccc(C(=O)CCCC(=O)c2ccc(C)cc2C)c(C)c1 | 98 | 108 | 85 | 111 | 86 | 113 | 114 | 99 | x
39 | CCN(CC)Cc1cccc(C(=O)OC)c1 | 78 | 89 | 100 | 104 | 96 | 111 | 111 | 94 | 101
40 | O=C(/C=C/c1ccc(Cl)cc1)c1ccc(NC(=O)N2CCN(c3cc4c(cc3F)c(=O)c(C(=O)O)cn4C3CC3)CC2)cc1 | 98 | 99 | 65 | 89 | 92 | 98 | 94 | 103 | 99
41 | CSc1nc(N)c(CNCc2ccccc2)c(=O)n1C | x | 103 | 111 | 105 | 98 | 110 | 112 | 94 | 94
42 | CCc1nn2c(-c3ccc4c(c3)OCO4)c(-c3cc(OC)c(OC)c(OC)c3)nc2s1 | 91 | 97 | 98 | 101 | 87 | 93 | 83 | 87 | 66
43 | CCCC/C(=C\c1ccccc1)C(=O)O | 95 | 77 | 106 | 99 | 95 | 108 | 104 | 114 | 105
44 | Nc1c(S(=O)(=O)O)[nH]c(=O)[nH]c1=O | 105 | 96 | 112 | 99 | 82 | 98 | 108 | 98 | 101
45 | COc1cc(OC)c(-c2ncc(-c3ccc(Cl)cc3)[nH]2)c(OC)c1 | 95 | 99 | 99 | 98 | 104 | 106 | 106 | 93 | 98
46 | CC(=O)OCC1OC(OC(C)=O)C(NC(=O)NS(=O)(=O)c2ccc(C)cc2)C(OC(C)=O)C1OC(C)=O (stereo not given) | 102 | 113 | 105 | 98 | 110 | 109 | 112 | 98 | 102
47 | CCCCOc1ccc(C(C)(C)c2ccc(OCCCC)cc2)cc1 | 100 | 95 | x | 115 | x | 107 | 106 | 109 | 108
48 | CCOC(=O)c1ccc(NC(=O)CSC(CC(=O)c2sc(Nc3ccccn3)nc2C)c2ccccc2F)cc1 (stereo not given) | 0.8* | 5.9* | -0.3* | -0.2* | -70* | 1.4* | 6.5* | -6.9* | 41
49 | CN1CCN(C(=O)Oc2cc3c(c4ccccc24)[C@H](CCl)CN3C(=O)c2cc3cc(OCCCN4CCC4)ccc3[nH]2)[C@@H]2CSSC[C@H]21 | -12* | -13* | -32* | -10* | -43* | -32* | 4.1* | -18* | 13
50 | CC(C)CC1C(C)(c2ccccc2)CC1(C)c1ccccc1 (stereo not given) | 100 | 93 | 101 | 108 | 94 | 109 | 113 | 89 | 99
51 | CC1(C)CC[C@]23CC[C@]4(C)[C@H](CC[C@@H]5[C@@]6(C)CCNCC(C)(C)[C@@H]6CC[C@]54C)[C@H]2[C@H]1OC3 | 66 | 96 | 97 | 111 | 70 | 99 | 98 | 106 | 100
52 | Nc1cc(C(=O)O)cc(C(=O)O)c1 | 97 | 97 | 99 | 115 | 108 | 145 | 123 | 105 | x
53 | NC(=O)c1c(NC(=O)COC(=O)Cc2ccccc2F)sc2c1CCC2 | 100 | 104 | 39 | 100 | 101 | 104 | 112 | 111 | 114
54 | CCCCC(C(O)c1ccc(C(C)(C)C)cc1)N(CC)CC (stereo not given) | 87 | 112 | 97 | 92 | 84 | 96 | 96 | 95 | 90
55 | C=CC[C@]1(C#N)CC2C=CC1C2 (stereo not given in full) | 116 | 126 | 108 | 103 | 90 | 100 | 95 | 92 | 107
56 | Cc1noc(NS(=O)(=O)c2ccc(NC(=O)c3cc4c(o3)CCC=C4)cc2)c1C | 89 | 92 | 107 | 105 | 96 | 115 | 108 | 92 | 102
57 | Cn1c(=O)c2c(c3ccccc31)OC(C)(C)C=C2 | 93 | 113 | 94 | 118 | x | 120 | 116 | 107 | 103
58 | Cc1ccc2c(c1)P(=O)(O)c1cc(C)ccc1O2 | 98 | 104 | 103 | 101 | x | 107 | 96 | 103 | x
59 | C/C(=C(/c1ccccc1)c1ccc(N2C(=O)c3cccc4c(N5CCN(C)CC5)ccc(c34)C2=O)cc1)c1ccccc1 | 61 | 106 | 83 | 96 | 75 | 83 | 83 | 92 | 57

Of the compounds above, these contain an NH in an aromatic ring.
cpd | compound | PC-3 | SK-OV-3 | OVCAR-8 | SF-268 | U251 | DU-145 | OVCAR-3 | OVCAR-5 | OVCAR-4
5 | C=CCSc1nc(N)nc2nc[nH]c12 | 97 | x | 100 | 97 | 99 | 115 | 127 | 99 | 107
13 | CCCCn1c(C(=O)c2c[nH]c3ccccc23)n[nH]c1=S | 94 | 88 | 93 | 97 | 100 | 104 | 106 | 133 | 92
14 | Cc1cc(-c2nnc(/C=C/c3ccc4c(c3)OCO4)o2)n[nH]1 | 74 | 81 | 92 | 75 | 85 | 83 | 63 | 92 | 97
23 | COc1ccc(-c2nnc3c4cc[nH]c4ncn23)cc1OC | 104 | 114 | 106 | 112 | 102 | 117 | 122 | 116 | 106
44 | Nc1c(S(=O)(=O)O)[nH]c(=O)[nH]c1=O | 105 | 96 | 112 | 99 | 82 | 98 | 108 | 98 | 101
45 | COc1cc(OC)c(-c2ncc(-c3ccc(Cl)cc3)[nH]2)c(OC)c1 | 95 | 99 | 99 | 98 | 104 | 106 | 106 | 93 | 98
49 | CN1CCN(C(=O)Oc2cc3c(c4ccccc24)[C@H](CCl)CN3C(=O)c2cc3cc(OCCCN4CCC4)ccc3[nH]2)[C@@H]2CSSC[C@H]21 | -12* | -13* | -32* | -10* | -43* | -32* | 4.1* | -18* | 13
